Screens as filed in PubChem BioAssay.
GRP78 ERSR act: induces the endoplasmic reticulum stress response in human glioma cells. U87-MG GRP78 promoter luciferase reporter, 16 h. Potency, µM, inactives show at the highest dose activation, hits mostly activators. 0.02% of 420,000 active. AID 602332; active means well fitted activation curve with a large enough effect; further: potency means the concentration at half of the fitted maximal effect; series mostly up to about 76 µM; % of control where 0% means no effect; nearly all actives have a fitted effect of over 35% in size
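Stably transfected U87-MG glioma cells carrying a GRP78-based luciferase sensor; 16 h compound incubation. Luminescence end-point read 10 min after Bright-Glo addition at room temperature.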
LDHA inh: inhibitors of human lactate dehydrogenase A; purified LDHA, NADH/diaphorase-resazurin fluorescence; active compounds read low; activity change, % (values are at about 110 or 230 µM); 0.15% of 480,000 active; P00338; in the data active means activity change below about -30%;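 further: plate controls were DMSO wells for no effect and wells without enzyme for full effect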
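Enzyme activity of human lactate dehydrogenase 5 (2 nM; 0.06 mM NADH, 0.2 mM pyruvate, 5 min, RT) is measured via a resazurin/diaphorase fluorescence readout of residual NADH.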
The depositor's hits bear a star.

Each structure is followed by: GRP78 ERSR act | LDHA inh
CN(C)c1ncnc2c1ncn2[C@H]1CN(Cc2ccccc2)C[C@@H](CO)O1
  -2% | -1
COCCN1C[C@@H](CO)O[C@@H](n2cnc3c(NC4CCC4)ncnc32)C1
  -3% | -16
CCc1nc2c(OCc3ccc(C(F)(F)F)cc3)cccn2c1N(C)C(=O)C(C)C
  -3% | 1
COc1ccncc1-c1csc(C(O)c2ccccc2)n1 (configuration not stated)
  -6% | -10
COCCNC(=O)C1(C)CCCN(Cc2cc(C)ccc2C)C1 (configuration not stated)
  -3% | -3
COc1ccc(-c2cncc3nccn23)cc1OC
  -4% | 9
Cn1c(NCCOc2ccccc2)nc2cc(-c3ccc(F)cc3)sc2c1=O
  -1% | -3
O=C(Nc1ccc2c(c1)OCO2)c1cc(C2CCCCN2S(=O)(=O)Cc2ccccc2)on1 (configuration not stated)
  -1% | -3
CCCc1ccc(C(O)c2ncc(-c3ccccc3C)[nH]2)cc1 (configuration not stated)
  3% | -8
COc1cccc(C(C)(O)c2nc(-c3ccoc3)cs2)c1 (configuration not stated)
  -2% | -4
N#Cc1ccc(C(=O)N2CCCC(c3cc(C(=O)NCc4cccnc4)no3)C2)cc1 (configuration not stated)
  -2% | -5
CN1CCN(c2ccc(CNC(=O)c3ccc(-c4ccc(F)c(F)c4)c4ccoc34)cc2)CC1
  -5% | -8
CCCCC1CC2=C(C(=O)OC(C)(C)O2)C(c2ccc3ccccc3c2)O1 (configuration not stated)
  1% | -2
COCCNC(=O)C1(C)CCCN(C(=O)c2ccc(C)c(F)c2)C1 (configuration not stated)
  -4% | -6
Cc1ccc(S(=O)(=O)N2C[C@H]3[C@H]4C(=O)N(C)C(=O)[C@H]4CC(=O)[C@H]3[C@@H]2c2ccccc2Cl)cc1
  0% | -2

Next entries follow.
Each structure is followed by: GRP78 ERSR act | LDHA inh
COc1cccc(-c2cnc(C(O)c3ccc(F)cc3C)[nH]2)c1 (configuration not stated)
  -3% | -4
O=C(Nc1ccccc1)c1cc(C2CCCCN2C(=O)c2ccc3c(c2)CCO3)on1 (configuration not stated)
  0% | -3
COc1ccc(Cc2c(-c3ccc(F)cc3)nc3ccc(Br)cn23)c(C)c1
  2% | -1
Cc1ccc(CNc2nc(NCc3ccccc3)nc3ccsc23)c(C)c1
  -6% | -2
COc1ccc(-c2ccc(C(=O)Nc3cccc(Oc4ccccc4)c3)c3occc23)c(C)c1
  -3% | -11
Cc1cccc(C)c1NC(=O)c1ccc2sc([C@@H]3O[C@H](CO)[C@H](O)[C@H](O)[C@H]3O)nc2c1
  -4% | 4
Cc1ccsc1C(=O)N1CCC1(C)C(=O)NS(=O)(=O)c1ccccc1C(F)(F)F (configuration not stated)
  -3% | 1
CC(=O)c1ccc(N2CCN(S(=O)(=O)c3ccc4c(c3)CCC(=O)N4)CC2)cc1
  -2% | -3
CC(C)c1ccc(C(=O)N2CCCC(c3cc(C(=O)NCc4ccccc4)no3)C2)cc1 (configuration not stated)
  -3% | -10
CCCS(=O)(=O)NC(=O)C1(C)CCN(C(=O)COCc2ccccc2)C1 (configuration not stated)
  -2% | -4
Cc1cccc(C)c1Cn1c(C)c(C(=O)NCc2cccc(Cl)c2)sc1=O
  0% | -1
CCOC(=O)C1=CCN(S(=O)(=O)c2ccccc2[N+](=O)[O-])C1c1ccc(C)cc1 (configuration not stated)
  -1% | -4
CCc1nc2ccc(C(=O)Nc3cccc(OCC(=O)N(C)C)c3)cn2c1N(C)Cc1ccc(OC)cc1
  -5% | -5
COc1cccc(C(NC(=O)C2CCN(CCCOc3ccccc3)CC2)c2ccccn2)c1 (configuration not stated)
  -2% | 6
N#Cc1ccc(-c2nc3ccc(Br)cn3c2Cc2ccccc2C(F)(F)F)cc1
  9% | 0

In another format: 3 of the compounds above.
Structure	GRP78 ERSR act	LDHA inh
Cc1ccsc1C(=O)N1CCC1(C)C(=O)NS(=O)(=O)c1ccccc1C(F)(F)F (configuration not stated)	-3%	1
CC(=O)c1ccc(N2CCN(S(=O)(=O)c3ccc4c(c3)CCC(=O)N4)CC2)cc1	-2%	-3
CC(C)c1ccc(C(=O)N2CCCC(c3cc(C(=O)NCc4ccccc4)no3)C2)cc1 (configuration not stated)	-3%	-10

Some of the entries so far, in markdown.
| Compound | GRP78 ERSR act | LDHA inh |
| --- | --- | --- |
| COc1cccc(-c2cnc(C(O)c3ccc(F)cc3C)[nH]2)c1 (configuration not stated) | -3% | -4 |
| O=C(Nc1ccccc1)c1cc(C2CCCCN2C(=O)c2ccc3c(c2)CCO3)on1 (configuration not stated) | 0% | -3 |

Rewritten bar-delimited: three of the compounds above.
molecule | GRP78 ERSR act | LDHA inh
CCc1nc2ccc(C(=O)Nc3cccc(OCC(=O)N(C)C)c3)cn2c1N(C)Cc1ccc(OC)cc1 | -5% | -5
N#Cc1ccc(-c2nc3ccc(Br)cn3c2Cc2ccccc2C(F)(F)F)cc1 | 9% | 0
CC(C)c1ccc(C(=O)N2CCCC(c3cc(C(=O)NCc4ccccc4)no3)C2)cc1 (configuration not stated) | -3% | -10

The results go on:
Each structure is followed by: GRP78 ERSR act | LDHA inh
COCCNc1nc(-c2ccc(Cl)cc2C)c2sccc2n1
  -1% | 0
COc1cccc(-c2cc(NC=O)c3ncc(-c4ccc(C(C)=O)cc4)n3c2)c1
  -2% | -2
CC(C)(C)c1ccc(S(=O)(=O)NC(=O)C2(C)CCN2C(=O)C2CCCCC2)cc1 (configuration not stated)
  -4% | -19
Cc1noc(C)c1-c1ccc(C(=O)N2CCN(C)CC2)c2occc12
  -5% | -10
COc1ccc(CNC(=O)c2sc(=O)n(Cc3cc(C(C)=O)ccc3OC)c2C)cc1
  -2% | -1
COc1ccccc1CCC(=O)Nc1ccc2c(c1)c(=O)n(C)n2-c1cccs1
  -3% | 2
CC1=C(C(=O)N2CCOCC2)CC(CC(=O)NCCCN(C)C)C(=O)N1Cc1ccc(C(C)(C)C)cc1 (configuration not stated)
  -3% | -7
COc1ccc(Cl)cc1-c1cc(C(=O)NCc2cccs2)[nH]n1
  2% | -10
CC(C)Oc1ccc(CN2CCC2(C)C(=O)Nc2cccc(Oc3ccccc3)c2)cc1 (configuration not stated)
  2% | 3
O=C(COc1ccc(CNC[C@H]2O[C@@H](n3ccc(=O)[nH]c3=O)[C@H](O)[C@@H]2O)cc1)Nc1nccs1
  -2% | -5
CCCCN(C=O)c1c(CC)nc2ccc(C(=O)NCc3cccs3)cn12
  -1% | -4
CCOC(=O)C1=CCC(c2ccccc2Cl)N(S(=O)(=O)c2ccc(C)cc2)C1 (configuration not stated)
  -3% | -5
O=C(c1ccco1)N1CCN(C2CN(Cc3ccccc3)S(=O)(=O)C2)CC1 (configuration not stated)
  -3% | -7
COc1cccc(C(NC(C)=O)c2nc(-c3ccncc3)cs2)c1 (configuration not stated)
  0% | -6
CN1OC[C@@H]2CN(S(=O)(=O)c3cccc(C(F)(F)F)c3)[C@H](c3ccc(N4CCCCC4)cc3)C[C@@H]21
  2% | -4

The list goes on.
Each structure is followed by: GRP78 ERSR act | LDHA inh
COc1cccc(C(NC(C)=O)c2nc(-c3ccc(OC)nc3)cs2)c1 (configuration not stated)
  -4% | -8
CC(C)C(=O)N1CCCC1(C)C(=O)NCc1ccccn1 (configuration not stated)
  0% | -3
Cc1cncc(NCc2cccc(Cl)c2)n1
  0% | 0
CC(O)(c1ccc(F)c(F)c1)c1nc(-c2cccc(C(F)(F)F)c2)cs1 (configuration not stated)
  -6% | -1
O=C(Nc1ccc2c(c1)OCO2)C1Cc2c(-c3cccnc3)ccnc2O1 (configuration not stated)
  -4% | 3
NC(=O)c1cccc(-c2coc3c(C(=O)NCc4cccnc4)cccc23)c1
  1% | -10
O=C(Nc1ccccc1Cl)c1cc(C2CCCCN2C(=O)C2CCCCC2)on1 (configuration not stated)
  -4% | -5
CC(=O)c1cccc(-c2ccnc3c2CC(C(=O)Nc2cccc(N(C)C)c2)O3)c1 (configuration not stated)
  -2% | 6
CC1=C(C(=O)N(C(C)C)C(C)C)CC(CC(=O)NC2CC2)C(=O)N1CCC1=CCCCC1 (configuration not stated)
  -1% | -2
CCCC(=O)N1CCC1(C)C(=O)Nc1cc(OC)c(OC)c(OC)c1 (configuration not stated)
  -1% | 0
CC1(C(=O)NS(=O)(=O)c2ccc(F)cc2F)CCN1C(=O)Cc1ccccc1 (configuration not stated)
  -2% | -3
CC(C)c1ccc(NC(=O)C2Cc3c(-c4ccccc4Oc4ccccc4)ccnc3O2)cc1 (configuration not stated)
  -4% | 1
O=C1Nc2ccccc2N=C(c2ccc3c(c2)OCO3)C1N(C(=O)c1ccnc2ccccc12)c1ccccc1 (configuration not stated)
  0% | -4
CC1(C(=O)NS(=O)(=O)c2ccccc2Cl)CCN1C(=O)Cc1cc(F)ccc1F (configuration not stated)
  -5% | -9
CCNC(=O)C1(C)CCN(Cc2csc(-c3ccccc3)n2)C1 (configuration not stated)
  -8% | -5

Next part
Each structure is followed by: GRP78 ERSR act | LDHA inh
Cc1cnc(C(=O)N(c2ccccc2)C(c2ccccc2)c2nc3ccccc3[nH]2)cn1 (configuration not stated)
  1% | 5
CC1(C(=O)NS(=O)(=O)C2CC2)CCCN(C(=O)c2ccccc2)C1 (configuration not stated)
  1% | -8
COc1cc(CN2C[C@@H](CO)O[C@@H](n3cnc4c(NC(C)C)ncnc43)C2)cc(OC)c1OC
  -2% | -8
COCCNc1ncnc2c1ncn2[C@H]1CN(Cc2ccco2)C[C@@H](CO)O1
  -4% | -1
O=C(c1cc(C2CCCCN2C(=O)CCCc2ccccc2)on1)N1CCOCC1 (configuration not stated)
  -1% | -3
Oc1cccc(-c2ccc3nccn3c2)c1
  0% | -5
COc1ccc(-c2nc3cc(C)c(Br)c(C)n3c2Cc2cccc(F)c2)cc1OC
  -1% | -6
CC1(C(=O)N2Cc3ccccc3C2)CCN1C(=O)C1(c2ccc(Cl)cc2)CC1 (configuration not stated)
  -1% | -6
CNC(=O)OCc1ncn(-c2ccccc2)c1COC(=O)NC
  1% | -7
CCc1nc2c(OCC3CCCCC3)cccn2c1N(C)C(=O)c1ccc(OC)cc1
  1% | -5
COc1ccc(NC(=O)C2(C)CCN2C(=O)CC2CCCC2)cc1OC (configuration not stated)
  0% | -2
Cc1cc(C)c(C(O)c2ncc(-c3cccc4ccccc34)[nH]2)c(C)c1 (configuration not stated)
  -5% | -6
COc1ccc(-c2ccc(C(=O)NCC3CCOCC3)c3occc23)c(C)c1
  3% | -4
COc1cc(OC)cc(-c2noc(-c3csc([C@@H]4O[C@H](CO)[C@H](O)[C@H](O)[C@H]4O)n3)n2)c1
  -3% | -7
O=C(NCc1ccncc1)C1Cc2c(-c3ccccc3Oc3ccccc3)ccnc2O1 (configuration not stated)
  -10% | -1

An excerpt from above in order of their number in LDHA inh, descending.
structure	GRP78 ERSR act	LDHA inh
Cc1cnc(C(=O)N(c2ccccc2)C(c2ccccc2)c2nc3ccccc3[nH]2)cn1 (configuration not stated)	1%	5
O=C(NCc1ccncc1)C1Cc2c(-c3ccccc3Oc3ccccc3)ccnc2O1 (configuration not stated)	-10%	-1
Oc1cccc(-c2ccc3nccn3c2)c1	0%	-5
Cc1cc(C)c(C(O)c2ncc(-c3cccc4ccccc34)[nH]2)c(C)c1 (configuration not stated)	-5%	-6
COc1cc(OC)cc(-c2noc(-c3csc([C@@H]4O[C@H](CO)[C@H](O)[C@H](O)[C@H]4O)n3)n2)c1	-3%	-7
COc1cc(CN2C[C@@H](CO)O[C@@H](n3cnc4c(NC(C)C)ncnc43)C2)cc(OC)c1OC	-2%	-8

Other records.
Each structure is followed by: GRP78 ERSR act | LDHA inh
Nc1ccn(C(C=O)CC(C=O)CO)c(=O)n1 (configuration not stated)
  -3% | -5
COc1ccc(C(O)c2ncc(-c3ccccc3C)[nH]2)cc1 (configuration not stated)
  1% | -7
CC(C)NC(=O)c1ccc2nc([C@@H]3O[C@H](CO)[C@H](O)[C@H](O)[C@H]3O)[nH]c2c1
  -4% | -6
CC(=O)NC(c1cccc(F)c1)c1nc(-c2cccc(C(C)C)c2)cs1 (configuration not stated)
  -4% | 1
Cn1cnc(S(=O)(=O)N2CCCCC2c2cc(C(=O)Nc3cccc4c3CCCC4)no2)c1 (configuration not stated)
  -1% | -7
CC(C)CCNC(=O)C1(C)CCN1Cc1ccc(-c2ccccn2)cc1 (configuration not stated)
  0% | -1
Cc1cn([C@H]2C[C@H](O)[C@@H](/C=C/C(=O)NCCC(C)C)O2)c(=O)[nH]c1=O
  -4% | -2
CN(C)c1ncnc2c1ncn2[C@H]1CN(Cc2cccs2)C[C@@H](CO)O1
  -2% | 0
COc1ccc(-n2nnnc2C(c2ccnc3ccccc23)N2CCN(C/C=C/c3ccccc3)CC2)cc1 (configuration not stated)
  0% | 3
COc1cccc(NC(=O)N2CCc3nc(Nc4ccc(C(C)C)cc4)ncc3C2)c1
  -7% | -1
CC(=O)Nc1ccc(CNc2nc(NCc3cccs3)nc3ccsc23)cc1
  0% | 3
CC1(C(=O)O)CCN1C(=O)c1cccc(OC(F)(F)F)c1 (configuration not stated)
  3% | -1
Cc1nc2c(OCc3ccc(C(F)(F)F)cc3)cccn2c1N(C)C(=O)CCC1CCCC1
  -8% | 4
COc1cc(CNC(=O)Nc2nnc([C@@H]3C[C@H](O)[C@@H](CO)O3)s2)cc(OC)c1OC
  1% | -5
CC(=O)Nc1ccc(C(=O)N2CCCCC2c2cc(C(=O)NCc3cccnc3)no2)cc1 (configuration not stated)
  -2% | -8
Cc1cc(C)c2c(CN3CCCC3)cc(=O)oc2c1
  3% | -9
OC[C@@H]1CN(Cc2ccco2)C[C@H](n2cnc3c(NCc4ccncc4)ncnc32)O1
  -2% | -1

Some of the compounds tested; count on the stated rates, not on these rows.
